Screening data as filed in PubChem BioAssay.
eLon inh: inhibitors of E. coli Lon protease; P0A9M0; purified E. coli Lon protease, fluorescence polarization; inhibition, % at 7.94 µM; 360,000 tested, 0.42% active; AID 602123; in the data active means inhibition above about 13%, passing the limit was not always enough;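 further: 0% = enzyme with probe and DMSO and 100% = no enzyme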
LMPTP inh: LMPTP (human) inhibition; recombinant LMPTP-A, OMFP fluorogenic substrate, fluorescence intensity; inhibition, % at 20 µM; 360,000 tested, 0.22% active; AID 651560;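 active means compounds that cut the enzyme signal by at least half of the control window in the single-dose screen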;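 further: plate controls were DMSO wells with enzyme plus substrate for no effect and substrate without enzyme for full effect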
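Test system – LMPTP-A phosphatase enzyme · Quantity – 0.625 nM LMPTP-A final · Reagent – OMFP substrate, 400 µM final · Dosing – one test concentration per compound, 20 µM, with 3% DMSO overall · Timing – 50 min enzyme reaction at room temperature, protected from light · Detection – fluorescence intensity · Controls – substrate-only low control, DMSO enzyme-plus-substrate high control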
Scp-1 inhibitor: Scp-1 (human) phosphatase inhibition. Q9GZU7. Recombinant Scp1, phosphopeptide, malachite green phosphate absorbance. inhibition, % at 20 µM. 340,000 tested, 0.88% active;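 active means inhibition above about 50% at 20 µM, limit read from the data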;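 further: plate controls were DMSO wells with enzyme for no effect and wells lacking enzyme for full effect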
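Test system – truncated SCP-1 phosphatase (76-261aa) · Reagent – Phosphorylated 17-residue peptide substrate · Incubation – 45 min room-temperature reaction, 5 min colour, 30 min stabiliser · Detection – colorimetric phosphate reagent with accelerator and stabiliser, absorbance at 630 nm · Measure – % inhibition at 20 µM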
SUMO1 PPI mod: SUMO1-SIM interaction modulation; 360,000 tested, 0.33% active; inhibition, % at 20 µM; P63165; SUMO1 binding to a labelled peptide, TR-FRET, 1 h; AID 602429; in the data active means inhibition above about 37%
Target sequence (P63165 whole entry, looked up): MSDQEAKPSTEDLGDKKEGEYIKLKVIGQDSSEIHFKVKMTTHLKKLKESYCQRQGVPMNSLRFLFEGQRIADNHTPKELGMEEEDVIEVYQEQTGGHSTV
DNMT1 block: DNMT1 (human) enzyme inhibition; P26358; DNMT1 molecular beacon, Hinp1I cleavage, fluorescence; inhibition (reported as % activation of signal), % at 10 µM; 360,000 tested, 0.83% active; in the data active means inhibition above about 50%
Tb MetRS inh: Trypanosoma brucei MetRS inhibition | purified T. brucei MetRS, ATP depletion, Kinase-Glo luminescence | inhibition, % at 11.9 µM | 360,000 tested, 0.4% active | AID 624268;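 active means inhibition above a per-plate cutoff of the control wells' mean inhibition plus 3 SD, cut at about 5.5% in these data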;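 further: 0% = DMSO wells median and 100% = median of wells with control inhibitor compound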
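Test system: purified T. brucei MetRS enzyme. Also added: ATP, methionine and E. coli bulk tRNA substrates. Compound: 11.9 µM single point. Schedule: 15 min enzyme-compound preincubation, 2 h reaction, 10 min detection, 25 °C. Signal: luciferase luminescence of residual ATP, Kinase-Glo. Evaluation: percent inhibition versus plate control medians. Controls: DMSO wells, low control.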
MsrA inh: bovine MsrA inhibition | purified bovine MsrA, absorbance read-out | inhibition, % at 15.5 µM | 360,000 tested, 0.75% active; in the data active means inhibition above about 4.5%;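 further: 0% = vehicle wells with enzyme and 100% = reference inhibitor wells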
CendR NRP1 mod: modulators of CendR peptide binding to human neuropilin-1; O14786; AID 602438; FAM-RPARPAR peptide binding to NRP-1, fluorescence polarization; 360,000 tested, 0.85% active; inhibition, % at 25 µM;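 active means inhibition or corrected inhibition above about 18%, plus a signal ratio from 0.5 to 1.5, limit read from the data, passing the limit was not always enough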; further: strong numbers were not always called active
Target sequence (O14786 whole entry, looked up): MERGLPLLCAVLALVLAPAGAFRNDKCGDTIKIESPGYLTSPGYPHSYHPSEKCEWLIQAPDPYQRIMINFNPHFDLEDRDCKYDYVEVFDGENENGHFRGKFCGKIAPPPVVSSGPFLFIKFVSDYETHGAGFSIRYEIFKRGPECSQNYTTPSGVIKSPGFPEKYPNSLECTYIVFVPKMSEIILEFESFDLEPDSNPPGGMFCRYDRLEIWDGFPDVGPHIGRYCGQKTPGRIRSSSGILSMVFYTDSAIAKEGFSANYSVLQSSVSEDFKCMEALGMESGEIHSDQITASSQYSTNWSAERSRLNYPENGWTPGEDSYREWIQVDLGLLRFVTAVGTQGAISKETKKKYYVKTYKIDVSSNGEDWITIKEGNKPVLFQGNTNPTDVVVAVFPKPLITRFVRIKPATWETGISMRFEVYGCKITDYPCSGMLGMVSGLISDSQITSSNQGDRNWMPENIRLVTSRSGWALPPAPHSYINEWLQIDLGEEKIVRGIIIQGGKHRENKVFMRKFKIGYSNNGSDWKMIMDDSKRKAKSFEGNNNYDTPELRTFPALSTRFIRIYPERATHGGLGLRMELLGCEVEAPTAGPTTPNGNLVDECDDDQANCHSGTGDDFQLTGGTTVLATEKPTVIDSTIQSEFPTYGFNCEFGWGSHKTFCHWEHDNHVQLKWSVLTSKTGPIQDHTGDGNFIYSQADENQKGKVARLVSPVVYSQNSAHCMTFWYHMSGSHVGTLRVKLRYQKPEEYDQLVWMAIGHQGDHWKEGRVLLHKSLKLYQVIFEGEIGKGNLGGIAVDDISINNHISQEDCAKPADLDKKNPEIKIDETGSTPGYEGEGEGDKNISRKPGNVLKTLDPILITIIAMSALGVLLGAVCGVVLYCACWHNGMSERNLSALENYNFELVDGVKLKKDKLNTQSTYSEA
bovine MsrA act: bovine methionine sulfoxide reductase A activation; 360,000 tested, 0.3% active; AID 602163; purified bovine MsrA, absorbance read-out; activation, % at 10.6 µM; in the data active means activation above about 7.5%;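 further: 0% = vehicle and 100% = reference activator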
STEP block: STEP (human) phosphatase inhibition; P54829; recombinant STEP, OMFP fluorogenic substrate, fluorescence; inhibition, % at 20 µM; 360,000 tested, 0.25% active;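 active means inhibition at 20 µM, scaled per plate between control wells, above about 37%, limit read from the data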;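 further: 0% = DMSO with enzyme and substrate and 100% = substrate only without enzyme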
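Material: STEP (striatal-enriched tyrosine phosphatase) enzyme, cell-free | Medium: 50 mM Bis-Tris pH 6.0 with 2.5 mM DTT and 0.005% Tween 20 | Read-out: Percent inhibition scaled to no-enzyme and uninhibited-enzyme controls, plate-pattern corrected | Signal: Fluorescence read at 480 nm ex / 540 nm em | Times: 20 min reaction, room temperature, in the dark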
* hit, by the source's call; . = no result given.

Tb MetRS inh	STEP block	DNMT1 block	MsrA inh	Scp-1 inhibitor	eLon inh	LMPTP inh	bovine MsrA act	CendR NRP1 mod	SUMO1 PPI mod	mol
0.1	-1	0	0.3	2	6	-0.3	-6	1	0	CC(C(=O)N1CCOCC1)c1ccccc1 (centres undefined)
-0.1	0	1	0.7	0	-8	-0.3	-2	7	-22	O=C(NCc1cccnc1)c1cc2ccccc2oc1=O
0.4	-2	2	-1.2	-2	-9	-0.7	0	0	3	Cc1ccc(N(C(=O)CNC(=O)c2ccco2)C(C(=O)NC2CCCCC2)c2ccncc2)cc1F (centres undefined)
0.1	7	3	-1.0	-4	13	-1.4	-3	-2	-3	Cc1ccc(S(=O)(=O)NCC(=O)N(CC(=O)NCC2CCCO2)Cc2ccco2)cc1 (centres undefined)
-0.4	-1	-2	-0.3	1	-35	0.5	-3	-37	1	O=C(CN1CCCc2ccccc21)NCCc1ccc(F)cc1
-0.4	2	-2	2.9	-2	-7	-0.5	-3	-4	-5	CC(Sc1cnc2ccccc2n1)C(=O)O (centres undefined)
-1.0	-1	2	0.4	-10	-7	-0.2	-5	0	-3	O=C(COc1c(F)c(F)cc(F)c1F)NC(=O)NC1CCCC1
-0.6	-1	5	0.9	-10	2	-0.7	-3	9	4	COCCCNC(=S)Nc1c(C)cc(C)cc1C
-0.3	-1	-3	0.4	3	-5	-1.0	0	-15	0	Cc1ccccc1C(=O)Nc1cc(C(F)(F)F)ccc1-n1cncn1
-0.3	2	-5	0.1	-3	-11	-2.0	-5	-5	3	COc1ccc(S(=O)(=O)N2CCCCCC2)cc1C(=O)N(CC(C)C)C1CCS(=O)(=O)C1 (centres undefined)
0.1	0	0	-0.6	-5	-6	0.3	-3	12	-1	O=C(NCCc1ccccc1F)C1CCC(=O)N(Cc2ccccc2F)C1 (centres undefined)
-0.1	-2	-4	-0.1	-2	-4	5.2	2	4	3	COc1ccccc1N=c1scc(-c2ccc3c(c2)NC(=O)CO3)n1CC1CCCO1 (centres undefined)
-1.0	-1	-2	0.0	7	4	2.6	-9	1	-22	CSc1nnc(-c2ccc([N+](=O)[O-])cc2)o1
-0.6	2	0	-0.6	-9	-2	-0.5	1	-1	-2	COc1cc(OC)cc(C(=O)NC(c2ccccc2)c2ccccc2)c1
2.3	-4	-1	0.8	-17	-2	-1.2	-3	15	7	CCCc1nnc(NC(=O)CCC(=O)NCc2ccc(OC)cc2)s1
-0.7	2	-22	0.3	.	4	1.4	0	-6	2	CC(C)C[C@@H](CN1CCC[C@@H]1CN1C(=S)NC[C@@H]1Cc1ccccc1)N1C[C@H](Cc2ccc(O)cc2)N(CCc2ccccc2)C1=S
-1.1	3	1	0.5	-3	-7	-0.7	-9	-4	2	O=C(CCc1nc2ccccc2c(=O)[nH]1)N1CCN(c2ccc(F)cc2)CC1
-0.2	-3	-12	0.5	.	-6	-1.7	-3	-2	3	Cc1ccc(CNC(=O)CN2NS(=O)(=O)c3ccccc3C2=O)cc1
-0.4	-3	0	0.0	-6	-3	-0.8	-3	0	-5	C/C(=N\NC(=O)CN(c1ccc(C)cc1)S(C)(=O)=O)c1cccs1
-0.2	0	-7	1.2	-3	-16	0.0	-5	-4	-26	CN(C)N=Nc1ccc(-c2cn(Cc3ccccc3)cn2)cc1
-0.3	-2	-4	0.7	-10	-6	-1.4	-4	-1	-8	NC(=O)C1=C[C@@H](c2ccccc2)C[C@@H](OCCCCO)O1
0.7	3	1	-0.9	-4	5	-1.0	-3	-3	25	COc1c(Br)cc2c(C)c(C(=O)O)oc2c1Br
-0.7	0	27	-1.2	-3	-4	-0.9	-5	4	-3	O=C(NCc1ccc(F)cc1)C1CCN(S(=O)(=O)c2cccnc2)CC1
-1.1	3	0	0.8	15	0	-1.1	-5	-3	3	COc1ccc(Br)cc1CN1CCCC(C(=O)N2CCCCCC2)C1 (centres undefined)
-0.3	-2	2	-1.1	.	3	-0.4	-2	-2	-2	COc1cc(NC(=O)C2(C)CCN2C(=O)C(C)C)cc(OC)c1OC (centres undefined)
-0.2	7	-2	0.4	0	-16	0.7	-6	9	-14	Cc1nc2ccc(C(=O)OCc3ccccc3Br)cc2nc1C
-0.1	0	-5	0.7	.	-5	3.8	2	-1	3	COc1ccc(C(C)(O)c2nc(-c3cccc(C(C)C)c3)cs2)cc1 (centres undefined)
-0.3	-1	-3	0.1	-7	4	-2.2	-4	1	-2	N#CC1=C(N)Oc2n[nH]c(-c3cccs3)c2C1c1ccccc1C(=O)O (centres undefined)
-0.1	-4	43	1.9	-8	9	1.4	-6	-9	-1	O=C(N/N=C/c1ccc(OCc2ccccc2)cc1)c1cccs1
-0.3	7	3	1.4	-6	0	2.6	-4	0	-5	Fc1cccc(/C=N/Nc2ccc3ccccc3n2)c1
0.2	-1	8	0.6	-9	-8	-1.2	-3	-13	3	CCOC(=O)C1CCN(C(=O)C(CCSC)NC(=O)c2ccccc2OC)CC1 (centres undefined)
-0.3	2	-1	-0.5	-10	-8	0.7	0	-13	1	O=C(/C=C/NCC(=O)c1ccccc1)c1ccc(Br)cc1
-0.1	1	-3	0.2	-6	-1	-0.5	3	-3	2	O=S(=O)(NCC1CCCO1)c1ccc(Oc2ccccc2)cc1 (centres undefined)
-0.5	2	2	0.2	-4	1	-0.2	2	20	2	CC(C)Cn1c(-c2ccc(F)cc2)n[nH]c1=S
-1.2	-5	0	0.4	-2	-10	-5.8	-5	-11	2	CCCn1c(N2CCN(CC(=O)c3c(C)n(C)c4ccccc34)CC2)nc2c1c(=O)[nH]c(=O)n2C
-0.7	2	-1	-1.1	-5	-8	-1.6	1	20	-3	CC(C)CC(O)(CC(C)C)C(=O)NNc1ccccc1
-1.1	2	5	2.4	-7	-4	-0.2	0	-16	-4	CS(=O)(=O)Oc1ccc(/C=N/NC(=O)c2ccncc2)cc1
-0.7	.	.	0.4	.	.	-1.4	.	-6	0	CCCCNC(=O)C(NC(=O)c1cccnc1OC)C(=O)c1ccccc1 (centres undefined)
-0.4	-2	-4	0.4	-13	-7	-2.3	-6	-3	-2	COc1ccccc1N1CCN(C2CCN(C(=O)c3cccs3)CC2)CC1
0.0	3	-2	2.6	8	-1	3.3	-4	5	-8	COc1cccc(NC(=O)CSc2nc3ccccc3cc2Cc2ccccc2)c1
-0.5	-1	11	-0.5	-2	1	-0.1	-8	-1	-3	CN(C)S(=O)(=O)c1cc(C(=O)Nc2ccn(C)n2)c(Cl)cc1Cl
0.0	-3	-4	2.1	-2	6	-0.7	-3	-10	-3	C/C(CC(=O)Nc1ccc(Cl)cc1C(F)(F)F)=N\NC(N)=S
-0.6	1	-2	-1.5	-4	0	0.6	-3	6	2	O=C(NCc1cccnc1)C1CCN(c2ccc(S(=O)(=O)N3CCOCC3)cc2Cl)CC1
0.2	-2	1	-1.1	-5	1	-0.7	1	15	0	O=C(COc1ccccc1Cl)Nc1ccccc1C(=O)Nc1cccc(C(=O)O)c1
0.5	1	-8	1.8	-5	8	-0.2	-3	-9	-1	O=C(CSc1nnnn1-c1ccccc1)N1CCc2ccccc2C1
0.1	-3	5	-0.5	6	9	1.5	0	9	-1	COc1ccc(N2C(=O)C3CCCN3C2c2cccc(C)c2)cc1Cl (centres undefined)
-0.3	4	-1	-1.1	-4	-6	-0.8	-1	4	22	C=CCn1c(SCc2ccccc2C#N)nnc1-c1cc(Br)ccc1O
-1.3	-4	6	0.1	-3	3	0.1	-9	0	-2	COc1ccc(S(=O)(=O)N(CC(=O)NCc2cccnc2)Cc2ccccc2)cc1

Part of the list above, as a markdown table:
| compound | Tb MetRS inh | STEP block | DNMT1 block | MsrA inh | Scp-1 inhibitor | eLon inh | LMPTP inh | bovine MsrA act | CendR NRP1 mod | SUMO1 PPI mod |
| --- | --- | --- | --- | --- | --- | --- | --- | --- | --- | --- |
| O=C(COc1ccccc1Cl)Nc1ccccc1C(=O)Nc1cccc(C(=O)O)c1 | 0.2 | -2 | 1 | -1.1 | -5 | 1 | -0.7 | 1 | 15 | 0 |
| CS(=O)(=O)Oc1ccc(/C=N/NC(=O)c2ccncc2)cc1 | -1.1 | 2 | 5 | 2.4 | -7 | -4 | -0.2 | 0 | -16 | -4 |
| O=C(CSc1nnnn1-c1ccccc1)N1CCc2ccccc2C1 | 0.5 | 1 | -8 | 1.8 | -5 | 8 | -0.2 | -3 | -9 | -1 |

The listing continues:
Tb MetRS inh	STEP block	DNMT1 block	MsrA inh	Scp-1 inhibitor	eLon inh	LMPTP inh	bovine MsrA act	CendR NRP1 mod	SUMO1 PPI mod	mol
-1.0	2	-3	-0.5	-12	-1	1.6	-10	11	3	O=C(Nc1ccccc1Sc1ccccc1)c1ccccc1
-1.7	0	0	-0.6	0	-1	-0.8	-10	15	-2	COc1ccc(OC)c(-n2nnnc2SCC(=O)Nc2ccccc2N2CCOCC2)c1
0.1	-2	-8	-0.8	-7	9	-1.2	-2	-2	-3	COc1cc(CO)cc(Br)c1OCC(=O)Nc1cccc2ccccc12
-0.1	1	0	-0.3	-4	-5	-1.0	1	-9	-21	Nc1cccc(CP(=O)(c2ccccc2)c2ccccc2)c1
-0.2	.	.	-0.8	.	-4	-0.6	3	5	8	O=C(NCc1ccccc1Cl)[C@H]1CCCN1C(=O)[C@H]1CCCN1C(=O)c1cccc2ccccc12
-0.6	0	15	0.9	1	-1	5.6	-10	9	-2	c1ccc2c(c1)oc1c(Nc3ccc4c(c3)OCO4)ncnc12
0.3	-2	2	1.4	-3	-6	-1.2	-6	6	-2	Cc1cnc(NC(=O)c2ccncc2)s1
-2.0	-2	2	-0.9	-7	1	-0.8	-11	11	2	C=CCn1c(SCC(N)=O)nnc1-c1cccc(Br)c1
-0.8	2	-1	0.7	5	-9	0.8	-10	2	5	CN(C)Cc1nc2ccccc2c(=O)n1CC(=O)Nc1cccc(S(=O)(=O)N2CCOCC2)c1
-0.1	122*	-1	1.8	3	-2	-0.2	-2	2	7	Cc1nn2c(CN(C(=O)COc3ccccc3)c3ccccc3)nnc2c2ccccc12
0.2	2	-11	0.6	-6	9	2.3	-1	-1	-2	COC(=O)c1ccccc1NC(=O)c1noc2c1CC(C(C)(C)C)CC2 (centres undefined)
-0.9	-1	8	0.4	-13	-13	-0.1	-14	-2	2	COc1cccc(C2CC(=O)Nc3cc4c(cc32)CCC4)c1 (centres undefined)
-0.4	-1	0	0.2	-6	-2	-0.8	-2	4	1	c1nc(NCCN2CCOCC2)c2c3c(sc2n1)CCCCC3
